N370S GC mod – inhibitors or activators of N370S glucocerebrosidase for Gaucher disease | Potency, µM (highest dose often 59.4 µM), inactives show top-dose activity change, negative = inhibition, hits mostly inhibitors | P04062 | actives 0.092% (n = 330,000) | N370S GC spleen homogenate, 4MU-glucoside fluorescence;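 note: 0% = full enzyme activity and -100% = no enzyme basal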
TDP1 inh – TDP1 (human) enzyme inhibition; Q9NUW8; recombinant TDP1, AlphaScreen DNA substrate cleavage; Potency, µM (doses to about 130 µM), inactives show at the top dose activity change, negative = inhibition, actives largely listed as inhibitors; actives 0.28% (n = 350,000); note: nearly all actives have a fitted effect of over 40% in size
Target sequence (Q9NUW8 whole entry, looked up): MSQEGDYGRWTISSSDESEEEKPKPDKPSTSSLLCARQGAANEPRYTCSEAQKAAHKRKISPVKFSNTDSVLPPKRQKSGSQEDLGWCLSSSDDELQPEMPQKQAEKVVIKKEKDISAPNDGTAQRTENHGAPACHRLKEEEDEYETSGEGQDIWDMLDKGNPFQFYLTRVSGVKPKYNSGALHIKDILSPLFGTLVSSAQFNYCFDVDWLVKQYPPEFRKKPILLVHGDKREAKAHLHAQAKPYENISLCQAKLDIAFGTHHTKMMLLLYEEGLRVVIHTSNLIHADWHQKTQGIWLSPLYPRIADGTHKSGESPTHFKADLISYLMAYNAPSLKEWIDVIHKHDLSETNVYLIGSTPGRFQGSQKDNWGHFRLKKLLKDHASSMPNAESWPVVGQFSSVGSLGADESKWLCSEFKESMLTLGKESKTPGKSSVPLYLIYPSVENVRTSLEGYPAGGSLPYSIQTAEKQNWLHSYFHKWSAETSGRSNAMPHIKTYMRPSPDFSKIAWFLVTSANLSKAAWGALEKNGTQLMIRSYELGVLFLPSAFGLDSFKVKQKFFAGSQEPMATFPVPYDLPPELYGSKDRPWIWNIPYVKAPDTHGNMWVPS
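Tdp1 1 nM final; 15 min RT w/ cpd; substrate 15 nM, 5 min; beads 10 ug/ml, 10 min; AlphaScreen read. Neg ctrl: no enzyme.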
FEN1 inhibitor – human FEN1 inhibition; P39748; Potency, µM (highest dose often 114 µM), for inactives: top-dose activity change, negative = inhibition, usual class: inhibitors; Recombinant FEN1 flap cleavage, fluorescence, 15 min; actives 0.35% (n = 390,000); note: nearly all actives have a fitted effect of over 65% in size
Target sequence (P39748 whole entry, looked up): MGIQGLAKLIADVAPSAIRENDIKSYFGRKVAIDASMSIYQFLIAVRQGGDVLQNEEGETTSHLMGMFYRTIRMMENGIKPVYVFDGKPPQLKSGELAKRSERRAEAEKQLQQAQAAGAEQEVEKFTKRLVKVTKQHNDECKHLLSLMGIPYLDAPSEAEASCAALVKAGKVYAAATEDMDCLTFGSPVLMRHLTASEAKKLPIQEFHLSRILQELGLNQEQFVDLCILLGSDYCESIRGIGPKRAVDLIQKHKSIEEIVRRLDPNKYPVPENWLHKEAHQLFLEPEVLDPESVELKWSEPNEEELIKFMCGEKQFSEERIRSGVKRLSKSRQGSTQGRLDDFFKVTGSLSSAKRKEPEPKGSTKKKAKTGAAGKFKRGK
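Nuclease activity of 10 nM FEN1 was measured after 15 min of room-temperature exposure to titrated compounds, by adding 50 nM flap substrate and reading plates at 0 and 15 min.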
Numbers without * were called inactive; ? = inconclusive; nt = no result given; & = joins results of further samples; [ ] = dose if it differs, or a comment. Calls come from the whole dose curve; as a rule, active = well fitted curve in the direction sought with a large enough effect; inconclusive = small, poorly fitted or top-dose-only effect, or another doubt; inactive = no such curve, though single readings can be large; an effect the other way counts as inactive or inconclusive. Unless noted, % is set by controls: 0 for no effect and ±100 for the full control effect; potency is the fitted concentration of half-maximal effect.

Screens in order – N370S GC mod | TDP1 inh | FEN1 inhibitor
1: OCCC1CN(CCCn2cccn2)CCN1C1CCCCC1 (stereo not given)
  -1% | 8% | -3%
2: CCN(CC)S(=O)(=O)c1ccc(N(C)CCc2ccc(OC)c(OC)c2)nc1
  5% | 5% | 1%
3: COc1ccccc1N1CCN(c2ncnc3c2cnn3-c2ccc(C)cc2)CC1
  nt | 3% | 4%
4: Cc1ccc2c(=O)c(C(=O)c3ccc(F)cc3)cn(CC(=O)NCc3ccco3)c2n1
  -1% | nt | -10%
5: Cc1ccccc1Nc1c(-c2cccc(O)c2)nc2ccc(Br)cn12
  nt | 0% | -3%
6: CN(C(=O)CSc1nnc(COc2ccccc2F)n1N)C1CCCCC1
  -8% | -1% | -1%
7: COc1ccc(-c2cc(C(=O)Oc3ccccc3)c3cc(C)ccc3n2)cc1
  nt | 5%[12.3 µM] | 8%
8: Cc1ccc2c(c1)c(=O)c1ccccc1n2CCCC(=O)Nc1ccc(C)c(C)c1
  nt | -9%[12.3 µM] | -5%
9: CC1(c2ccc3c(c2)OCCO3)NC(=O)N(CC(=O)Nc2ccccc2F)C1=O (stereo not given)
  -11% | -9% | 1%
10: COc1ccc(S(=O)(=O)Nc2cc(OC)c(NC(=O)c3ccco3)cc2OC)cc1
  ? | 3% | 3%
11: N#Cc1ccccc1Cn1c(=O)n(-c2ccc(CC(=O)NCc3ccco3)cc2)c(=O)c2sccc21
  0% | 2% | -9%
12: O=C(Cc1ccc(NC(=O)N2CCSc3ncccc32)cc1)NCCc1ccccc1
  nt | 3% | 14%
13: CCn1c(=O)n(CC)c2cc(N3CCCC3)c(NC(=O)c3cccc(Cl)c3)cc21
  5% | 8% | -17%
14: COCC(=O)Nc1nnc(COc2ccccc2)s1
  3% | 1% | 1%
15: CC(C)c1ccc(NC2=CC(=O)CC(C)(C)C2)cc1
  -3% | nt | -11%
16: COCCN(C(=O)COC(=O)CCOc1ccccc1)c1c(N)n(Cc2ccccc2)c(=O)[nH]c1=O
  -10% | nt | 1%
17: Cc1cc(C)n(-c2nc3cc(Cl)ccc3nc2Nc2ccc(C)c(F)c2)n1
  nt | 0% | 19%
18: CN(C)C(=O)CCc1ccc2c3c([nH]c2c1)[C@]1(C)[C@@H](C(=O)N2CCCCC2)C[C@H](CC(=O)NCc2ccco2)C(=O)N1CC3
  nt | 0%[56.1 µM] | -5%
19: COc1ccc(OCc2nnc(SCC(=O)NC3CC4CCC3C4)o2)cc1 (stereo not given)
  -5% | nt | -14%
20: CC1=C(C(N)=O)C(c2ccccc2)n2nc(-c3cccs3)nc2N1 (stereo not given)
  -2% | 6% | -14%
21: S=C(NCc1ccco1)N/N=C/c1ccc(Cl)cc1
  9% | 5% | -5%
22: O=C(CSc1nc2ccccc2c(=O)n1CCCN1CCOCC1)NC12CC3CC(CC(C3)C1)C2
  ? | 5% | 13%
23: COc1ccc(Br)cc1S(=O)(=O)NCCN1CCOCC1
  -16% | 3% | -4%
24: O=c1cc(CO)oc(CN2CCN(CCO)CC2)c1O
  16% | -4% | 4%
25: CCOC(=O)c1cccc(NC(=O)CCS(=O)(=O)c2ccc3c(c2)CCN3C(=O)CC)c1
  nt | 7% | -5%
26: CC(C)C1Nc2ccc(C(=O)NCCCN3CCOCC3)cc2NC1=O (stereo not given)
  -3% | 2% | -6%
27: O=C(CSc1nc2ccsc2c(=O)n1CC1CCC(C(=O)O)CC1)c1ccc(F)cc1 (stereo not given)
  6% | 2% | -17%
28: Cc1ccc(C2NC(=O)NC(O)(C(F)(F)F)C2C(=O)c2ccccc2)o1 (stereo not given)
  9% | 5% | 0%
29: Cc1cc(OCC(=O)Nc2sc3c(c2C(N)=O)CCCC3)ccc1C(C)C
  nt | 1%[12.3 µM] | ?
30: Cc1ccc(NC(=S)/N=C(\N)Nc2nc(C)c3cc(C)ccc3n2)c(C)c1
  2% | 5% | ?
31: Cc1ccc2c(c1)c(N=Nc1ccc([N+](=O)[O-])cc1)c(O)n2C
  -2% | nt | 1%
32: Nn1c(SCC(=O)Nc2cccc(C(F)(F)F)c2)nncc1=O
  2% | 0% | -16%
33: Cc1cc(NC(=O)COc2ccc(F)c(Cl)c2)no1
  -1% | -5% | -3%
34: CC(=O)c1cn(C)c(=O)c2ccccc12
  9% | nt | 16%
35: CC(C)c1nc(SCC(=O)Nc2ccc3c(c2)OCCO3)c2c(=O)n(C)c(=O)n(C)c2n1
  15% | 0% | -4%
36: COc1cc(C(=O)NCc2cc3ccccc3n2C)cc(OC)c1OC
  -2% | nt | -4%
37: O=C(OCc1ccc([N+](=O)[O-])cc1)c1cc([N+](=O)[O-])ccc1N1CCOCC1
  -9% | 9% | 2%
38: O=C(CN1C(=O)NC2(CCCC2)C1=O)OCc1ccc(Cl)cc1Cl
  -1% | 5% | 4%
39: CCOc1ccc(NC(=O)N[C@@H](Cc2ccccc2)C(=O)O)cc1
  1% | nt | 0%
40: Cc1cccc(C)c1NC(=O)C1CCCN(CCCc2ccccc2)C1 (stereo not given)
  ? | 5% | -1%
41: O=C(CCS(=O)(=O)c1ccc(Br)s1)NCc1cccs1
  -27% | 3% | 7%
42: CCCCCNC(=O)Cc1ccc(S(=O)(=O)N2CCOCC2)s1
  -1% | -3% | -12%
43: CC(=O)Nc1ccc(NC(=O)CCCCCN2C(=O)c3ccccc3C2=O)cc1
  nt | 1% | 0%
44: CC(C)CNC(=O)CN(C1CCCCC1)S(=O)(=O)c1ccccc1
  3% | -5% | -6%
45: CCc1ccc(CNC(=O)c2cc3c(=O)oc4ccc(C)cc4c3s2)cc1
  nt | -2% | -8%
46: COc1ccccc1CN(C(=O)c1cnccn1)C(C(=O)NC1CCCCC1)c1cc(OC)c(OC)c(OC)c1 (stereo not given)
  0% | nt | -6%
47: CC(C)c1ccccc1NC(=S)NC1CCN(Cc2ccccc2)CC1
  -24% | 3% | -5%
48: COc1ccccc1CNS(=O)(=O)c1c(C)[nH]c(C)c1C(=O)N1CCCC1
  -4% | 4% | -11%
49: Cn1nc(OC(=O)Nc2ccccc2)cc1C(F)(F)F
  6% | -3% | nt
50: CCCCOc1ccc(C(=O)NCc2ccccn2)cc1
  15% | 1% | -1%
51: Cc1ccc(C)c(O)c1
  1% | 9% | nt
52: N#CC1=C(N)Oc2c(ccc3ccccc23)C1c1ccsc1 (stereo not given)
  5% | 9% | 0%
53: CCOc1ccc(C(=O)c2cn(Cc3ccccc3)c3c(F)cc(F)cc3c2=O)cc1
  nt | 7% | -9%
54: Cc1ccccc1C1CC(c2cccs2)=NN1S(C)(=O)=O (stereo not given)
  -20% | 8% | -1%
55: Cc1nc2c(c(C)nn2-c2ccccc2)c(C)c1Cl
  -8% | 5% | -8%
56: CC1Cc2ccccc2N1CC(=O)Nc1ccc(S(=O)(=O)N(C)C)cc1 (stereo not given)
  -7% | 6% | -19%
57: Cc1cccn2c(=O)c3cc(C(=O)NCCN4CCOCC4)c(=N)n(CCN4CCOCC4)c3nc12
  20% | nt | -3%
58: CCN1C(=O)c2ccc(C(=O)Nc3cccc(C(=O)O)c3)cc2C1=O
  -15% | nt | 0%
59: COC(=O)c1cn(C)c2ccc(S(=O)(=O)N3CCCCC3)cc2c1=O
  9% | 6% | 12%
60: COc1ccc(C2=NNC(c3cc(Cl)cc4c3OCOC4)C2)c(O)c1 (stereo not given)
  ? | -1% | nt

More results follow:
Screens in order – N370S GC mod | TDP1 inh | FEN1 inhibitor
61: Cc1ccc2[nH]c(=O)c(CN(CCCN3CCOCC3)C(=O)NC3CCCCC3)cc2c1
  -1% | 0% | 0%
62: Oc1c(C(c2ccc(F)cc2)N2CCOCC2)sc2nc(-c3ccco3)nn12 (stereo not given)
  nt | -3% | 3%
63: CN(C)C(CNC(C(=O)Nc1ccc([N+](=O)[O-])cc1Br)c1ccccc1)c1ccccc1 (stereo not given)
  ? | -3% | -10%
64: Cc1cc(COC(=O)C2N3C(=O)[C@@H](NC(=O)COc4ccccc4)[C@H]3SC2(C)C)on1 (stereo not given in full)
  9% | nt | -9%&-4%
65: CCc1ccccc1NC(=O)Cn1nc(C(F)(F)F)c2c1CCC2
  8% | -1%&0% | -6%&-2%
66: Cc1ccc(C)c(CN2CCC(CNC(=O)Nc3ccc(F)c(Cl)c3)CC2)c1
  -23% | nt | -7%
67: CN(C)/C=C(\C#N)C(=O)Nc1ccccc1
  -3% | 3% | 16%
68: OCCN1C2=NCCCN2c2ccccc21
  -3% | 4% | 8%
69: CC(NC(=O)c1ccc(N(C)C)c([N+](=O)[O-])c1)c1ccc(-n2ccnc2)cc1 (stereo not given)
  1% | 8% | 0%
70: Cc1cccc2nc(-c3ccco3)oc(=O)c12
  2% | nt | 0%
71: CN(C)CCCn1c2c(c(SCC(=O)Nc3nccs3)nc1=O)CCC2
  -3% | 6%[0.505 µM] | -1%
72: CCCn1c(SCC(=O)c2cc(OC)ccc2OC)nnc1-c1ccco1
  -5% | 6% | 9%
73: O=C(Nc1cc(Cl)ccc1-n1cncn1)c1cccc(S(=O)(=O)N2CCOCC2)c1
  nt | -2%[56.1 µM] | -14%
74: CC(C)(C)OC(=O)N1CCC(c2c(C(=O)N3CCN(c4ccccn4)CC3)cnn2-c2cccc(F)c2)CC1
  nt | 3% | 20%
75: O=c1cc(-c2ccccc2)c2ccccc2[nH]1
  10% | 3% | -13%
76: NCC1O[C@@H](OC2C(N)C[C@H](N)[C@@H](O[C@H]3OC(CO)C(O)C(N)C3O)C2O)C(N)C(O)C1O (stereo not given in full)
  18% | 7%[56.1 µM] | nt
77: COC(=O)c1c(NS(=O)(=O)c2ccc3ccccc3c2)sc2c1CCCC2
  24% | 8% | ?
78: CC(=O)NCC(O)c1ccc([N+](=O)[O-])cc1 (stereo not given)
  12% | 3% | -2%
79: COc1ccc(C(c2c(O)nc[nH]c2=O)c2c(O)nc[nH]c2=O)cc1
  -8% | -2% | -3%
80: O=C(ON=C1CCN(c2ccc([N+](=O)[O-])cc2)CC1)c1ccccc1
  -30% | 8% | -20%
81: CCCCCn1nc(C(=O)OCc2nc(N)nc(Nc3ccccc3)n2)c2ccccc2c1=O
  nt | 1% | -18%
82: CC(C)Nc1nc(-c2ccncc2)nc(-c2ccccc2)c1C#N
  1% | nt | -15%
83: Cc1cccc(NC2=CC(c3cccc(Br)c3)N(c3cccc(C)c3)C2=O)c1 (stereo not given)
  nt | 3% | 0%
84: Cc1cccc(NC(=O)c2cc(=O)n(Cc3ccccc3)c(=O)[nH]2)c1
  -11% | 4% | 18%
85: O=C(NCCC(=O)N1CCN(C(=O)c2ccco2)CC1)c1ccccc1Cl
  nt | 0% | -5%
86: Cc1ccc2c(cnn2C(=O)CCC(=O)NCc2cccc(Cl)c2)c1
  -12% | nt | 20%
87: Cc1ccc(S(=O)(=O)N2CCOCC2)cc1C(=O)NC(C)CCc1ccccc1 (stereo not given)
  nt | 0% | -14%
88: CCSc1nc2sc3c(c2c(=O)n1CC)CCC3
  -1% | nt | 1%
89: Cc1c(OC(C)C(=O)N2C[C@H]3C[C@@H](C2)c2cccc(=O)n2C3)ccc2c3c(c(=O)oc12)CCC3 (stereo not given in full)
  -5% | nt | 13%
90: CCOc1cc(N2CCOCC2)c(OCC)cc1NC(=O)c1ccco1
  6% | 3% | 6%
91: COc1ccc(C(=O)NC(=S)Nc2cccc3nc(C)ccc23)cc1OC
  -1% | nt | 0%
92: Nc1c(Cl)ncnc1N1CCOCC1
  -4% | -2% | -15%
93: CC1=C[C@@H](C)[C@@H](c2ccc(C(F)(F)F)cc2)OC1=O
  -6%&0% | 8% | -5%&-5%
94: CCCOC(=O)C(C)n1cnc2sc(C)c(C)c2c1=O (stereo not given)
  -6% | 6% | 12%
95: COc1ccc(N2C(=O)c3ccccc3NC2c2ccccc2O)cc1 (stereo not given)
  28% | nt | -8%
96: Clc1cncc(Cl)c1N/N=C/c1ccncc1
  4% | 5% | -13%
97: CCOC(=O)N1CCC(NC(=O)C2CCCN(Cc3nc(-c4ccc(CC)cc4)oc3C)C2)CC1 (stereo not given)
  -27% | 2% | 13%
98: COc1cc(Cl)c(NC(=O)c2cc(S(=O)(=O)N3CCOCC3)cn2C)c(OC)c1
  nt | -1% | -12%
99: Nc1ccn(CC(=O)NCc2ccccc2)c(=O)n1
  nt | 0% | 14%

Two records picked at random from those above:
Screens in order – N370S GC mod | TDP1 inh | FEN1 inhibitor
99: Nc1ccn(CC(=O)NCc2ccccc2)c(=O)n1
  nt | 0% | 14%
97: CCOC(=O)N1CCC(NC(=O)C2CCCN(Cc3nc(-c4ccc(CC)cc4)oc3C)C2)CC1 (stereo not given)
  -27% | 2% | 13%

Molecules from the list above that contain a cyano group:
Screens in order – N370S GC mod | TDP1 inh | FEN1 inhibitor
11: N#Cc1ccccc1Cn1c(=O)n(-c2ccc(CC(=O)NCc3ccco3)cc2)c(=O)c2sccc21
  0% | 2% | -9%
52: N#CC1=C(N)Oc2c(ccc3ccccc23)C1c1ccsc1 (stereo not given)
  5% | 9% | 0%
67: CN(C)/C=C(\C#N)C(=O)Nc1ccccc1
  -3% | 3% | 16%
82: CC(C)Nc1nc(-c2ccncc2)nc(-c2ccccc2)c1C#N
  1% | nt | -15%

Hits appear at their usual frequency. About 0.53% of those tested had a hit in this group.
